# Screening results as filed in PubChem.
# Pol III holo inh – inhibitors of bacterial DNA polymerase III holoenzyme. reconstituted DNA polymerase III holoenzyme replication, biochemical. Potency, µM (series often up to 57.1 µM), for inactives: at the top dose activity change, negative = inhibition. 0.25% of 71,000 active; also: potency is read from the fitted curve at half-maximal effect; % is scaled to controls: 0 for no effect and ±100 for the full control effect
#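 Reconstituted *E. coli* holoenzyme (0.35 nM Pol III, 1 nM beta, 154 nM SSB, 2 nM primase) was preincubated with compound for 15 min at RT. Synthesis on 1.4 nM ssM13Gori ran 35 min, then was stopped with PicoGreen/EDTA and read as dsDNA fluorescence.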
# Ub-GFP proteasome – inhibits proteasome, raising ubiquitin-GFP reporter fluorescence. Ubiquitin-GFP reporter cells, proteasome inhibition, GFP fluorescence; response scale: untreated = 0%, 10 µM MG-132 = 100%. Potency, µM (highest dose often 45.9 µM), for the others: at the top dose activation (GFP accumulation), hits mostly activators. 67,000 tested, under 10 active. AID 526; active = well fitted activation curve with a large enough effect, not every such curve was filed as active; inconclusive = small, poorly fitted or top-dose-only effect, or another doubt; inactive = no such curve, though single readings can be large or run the other way; also: potency is read from the fitted curve at half-maximal effect
#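 GFP accumulation read-out: laser plate cytometry counting ubiquitin(G76V)-GFP-expressing U2OS cells after 4 hr compound exposure at 37 °C. Titrations spanned 46 uM to 2.9 nM; 0% = basal, 100% = 10 uM MG-132; concentration-response curves fitted.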
# GFP derepression – derepresses silenced GFP locus in mouse C127i cells; mouse C127i GFP locus derepression, cytometry, 30 h; Potency, µM (series often up to 46.1 µM), without a hit: at the highest dose GFP derepression (activation); 0.09% of 68,000 active; AID 597; also: % of control where 0% means no effect
#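 Derepression screen: silenced CMV-GFP reporter in murine C127i cells, 30 h compound incubation at 37 C, washed cells imaged by laser-scanning cytometer to enumerate GFP-expressing objects of 20 to 120 um.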
# HBB splice mod – alters splicing of the hemoglobin beta chain | HBB splicing reporter cell assay, activation; EGFP reporter with mutant IVS2-654 intron; response scale: normalised to 500 nM splice-correcting PNA | Potency, µM (doses to about 46.1 µM), inactives show top-dose activation, hits mostly activators | 0.06% of 65,000 active; also: potency is read from the fitted curve at half-maximal effect; 0% is about no effect
#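 HeLa cells stably expressing EGFP interrupted by mutant beta-globin intron 2 (IVS2-654), 500/well in 2% FCS. Treated with compound for 2 days at 37C. Splicing correction scored as total well GFP intensity (488 nm excitation, 500-520 nm emission); 500 nM antisense PNA served as control.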
# CRE Fsk mod – CRE-bla signaling modulation under forskolin stimulation; CHO CRE-bla reporter (cAMP response element driving beta-lactamase), forskolin EC10, beta-lactamase ratio; Potency, µM (series often up to 38.2 µM), for inactives: at the highest dose activity change, negative = inhibition, hits mostly activators; 2.5% of 71,000 active; active = well fitted activation curve with a large enough effect in the signal ratio, with a control signal flat, not every such curve was filed as active; inconclusive = small, poorly fitted or top-dose-only effect, or effect the other way, or a change in a side signal; the % refers to the signal ratio; also: potency is read from the fitted curve at half-maximal effect; % of control where 0% means no effect
#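 Forskolin analogue NKH 477 at EC10 stimulated CRE-driven beta-lactamase in CHO cells alongside compound dilution series. Beta-lactamase was measured with CCF4, excitation 405 nm, emission ratio 460/530 nm.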
# Hsp90 Hop PPI – changes Hsp90-Hop TPR2A binding signal, up or down; AlphaScreen TPR2A-His6 binding biotin-Hsp90 C-terminal peptide; Potency, µM (doses to about 57 µM), inactives show at the highest dose activity change, negative = inhibition; 0.44% of 71,000 active; active = well fitted curve in either direction with a large enough effect; inconclusive = small, poorly fitted or top-dose-only effect, or another doubt; also: potency is read from the fitted curve at half-maximal effect; % is scaled to controls: 0 for no effect and ±100 for the full control effect; many of its hits are not listed in these tables
# ALOX15 inhib – inhibitors of human 15-lipoxygenase (ALOX15). P16050. purified 15hLO-1, xylenol orange hydroperoxide absorbance. Potency, µM (titrated, usually from 57.1 µM), without a hit: at the highest dose activity change, negative = inhibition, hits mostly inhibitors. 1.4% of 74,000 active; also: potency is read from the fitted curve at half-maximal effect; % is scaled to controls: 0 for no effect and ±100 for the full control effect; nearly all actives have a fitted effect of over 55% in size
#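 Compounds were preincubated 15 min at room temperature with 40 nM purified human enzyme (25 mM Hepes pH 7.5, 0.01% Triton X-100); 50 uM arachidonic acid reacted 6 min. Fe-xylenol orange detection, 30 min, absorbance ratio 573/405 nm.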
# Tau fil binding – tau filament binding; recombinant tau filaments, thioflavin S fluorescence, 15 h; filaments grown with octadecylsulfate alongside compound; 2% of 71,000 active; Potency, µM (highest dose often 57.1 µM), inactives show top-dose activity change, negative = inhibition;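 also: potency is read from the fitted curve at half-maximal effect; % is scaled to controls: 0 for no effect and ±100 for the full control effect; actives lower thioflavin S fluorescence by blocking filaments or displacing dye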
#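 Recombinant tau protein (human, 1 uM final) plus 30 uM ODS in HEPES pH 7.4 with NaCl, DTT and thioflavine S. Compound present from the start; fluorescence at 510 nm after 15 h, 37 C.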
# ERK AVP block – blocks ERK signaling stimulated by vasopressin. 0.99% of 72,000 active. Potency, µM (doses to about 57.5 µM), for the others: at the highest dose activity, negative = inhibition, actives largely listed as inhibitors. HEK293-V1b, vasopressin-stimulated pERK AlphaScreen; also: potency is read from the fitted curve at half-maximal effect; % is scaled to controls: 0 for no effect and ±100 for the full control effect; nearly all actives have a fitted effect of over 55% in size
#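 HEK293 cells stably expressing V1b receptor, seeded overnight in 1% FBS, were treated with compounds for 30 min at 37C, then stimulated 5 min with 25 nM vasopressin; phospho-ERK read by AlphaScreen SureFire after lysis.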
# HADH2 inh – inhibitors of human HADH2 dehydrogenase; Q99714; recombinant HADH2, NADH fluorescence, beta-hydroxybutyryl-CoA; Potency, µM (titrated, usually from 57.1 µM), inactives show at the top dose activity change, negative = inhibition, hits mostly inhibitors; 3.4% of 73,000 active; also: potency is read from the fitted curve at half-maximal effect; % is scaled to controls: 0 for no effect and ±100 for the full control effect; nearly all actives have a fitted effect of over 60% in size; many of its hits are not listed in these tables
#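 E. coli-expressed His-tagged HADH2 tested at 20 nM in alkaline Tris buffer (pH 9.0); oxidation of 90 uM beta-hydroxybutyryl-CoA with 1 mM NAD+ tracked fluorimetrically for 4 min.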
# FLuc inh – blocks Photinus pyralis firefly luciferase activity; 2.2% of 72,000 active; Potency, µM (doses to about 57.1 µM), for inactives: at the highest dose activity change, negative = inhibition, hits mostly inhibitors; purified firefly luciferase, luminescence, 8 min; P08659; AID 411; also: potency is read from the fitted curve at half-maximal effect; % is scaled to controls: 0 for no effect and ±100 for the full control effect; nearly all actives have a fitted effect of over 40% in size
# Target sequence (P08659 whole entry, looked up): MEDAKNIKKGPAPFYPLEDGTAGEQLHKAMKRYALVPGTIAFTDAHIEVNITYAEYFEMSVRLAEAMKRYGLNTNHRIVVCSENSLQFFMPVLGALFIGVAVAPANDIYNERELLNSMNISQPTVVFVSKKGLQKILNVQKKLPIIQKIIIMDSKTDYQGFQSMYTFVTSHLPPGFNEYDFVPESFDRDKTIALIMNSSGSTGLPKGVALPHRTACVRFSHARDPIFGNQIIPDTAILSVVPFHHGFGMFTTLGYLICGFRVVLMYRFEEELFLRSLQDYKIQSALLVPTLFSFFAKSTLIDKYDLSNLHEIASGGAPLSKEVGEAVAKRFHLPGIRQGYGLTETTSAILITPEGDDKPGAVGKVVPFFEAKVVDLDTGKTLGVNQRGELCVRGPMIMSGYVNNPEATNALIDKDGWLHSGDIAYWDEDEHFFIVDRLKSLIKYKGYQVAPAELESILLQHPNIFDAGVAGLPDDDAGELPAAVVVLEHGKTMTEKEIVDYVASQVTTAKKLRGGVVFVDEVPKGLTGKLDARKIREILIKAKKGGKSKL
#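 Titration-based qHTS; buffer 50 mM imidazole pH 7.2, 50 mM KCl, 7 mM MgCl2, 10 uM ATP, 0.01% Tween 20, 0.05% BSA; luciferase/luciferin detector mix added after compound; 8 min, ambient; luminescence.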
# Starred values were filed as active, the others as inactive; ? = inconclusive; · = not tested or not shown; & = joins results of further samples; [ ] = another dose, or the depositor's remark. Unless noted, calls follow the shape of the dose curve; as a rule, active = well fitted curve in the direction sought with a large enough effect; inconclusive = small, poorly fitted or top-dose-only effect, or another doubt; inactive = no such curve, though single readings can be large; an effect the other way counts as inactive or inconclusive. An excerpt; the hit share may differ from the screen's.
# Short forms: A = Pol III holo inh; B = Ub-GFP proteasome; C = GFP derepression; D = HBB splice mod; E = CRE Fsk mod; F = Hsp90 Hop PPI; G = ALOX15 inhib; H = Tau fil binding; I = ERK AVP block; J = HADH2 inh; K = FLuc inh
O=C(c1ccccc1)c1ccc2n1CC[C@H]2C(=O)O
  A: -7%[25.6 µM]; B: 0%[20.5 µM]; C: -2%[20.6 µM]; D: -0.9%[20.6 µM]; E: -4%[17.1 µM]; F: -7%[26 µM]; G: 12%[25.6 µM]; H: 2%[25.6 µM]; I: ?; J: 0%[25.6 µM]; K: 2%[25.5 µM]
COc1ccc(C2CNC(=O)C2)cc1OC1CCCC1 (centres undefined)
  A: ·; B: ·; C: -4%[20.6 µM]; D: ·; E: ·; F: ·; G: -4%; H: ·; I: -11%; J: -9%; K: 1%[25.5 µM]
COc1cc2ncnc(Nc3cccc(Cl)c3)c2cc1OC
  A: -6%&-10%; B: 2%&3%; C: 1%&0%; D: 0.4%; E: ?; F: -6%&2%; G: ?; H: ?; I: 20µM*; J: 18%&6%; K: -1%&0%
C1CCC(C(C[C@@H]2CCCCN2)C2CCCCC2)CC1
  A: -3%[25.6 µM]; B: 9%[20.5 µM]; C: -2%[20.6 µM]; D: -0.1%[20.6 µM]; E: -17%[17.1 µM]; F: -3%[26 µM]; G: 1%[25.6 µM]; H: -4%[25.6 µM]; I: -3%[25.7 µM]; J: 6%[25.6 µM]; K: 5%[25.5 µM]
CN[C@H]1[C@@H](O)[C@@H](NC)[C@@H]2O[C@@]3(O)C(=O)C[C@@H](C)O[C@H]3O[C@H]2[C@H]1O
  A: 5%[25.6 µM]; B: -6%[20.5 µM]; C: 5%[20.6 µM]; D: 2.9%[20.6 µM]; E: -4%[17.1 µM]; F: -3%[26 µM]; G: 6%[25.6 µM]; H: 9%[25.6 µM]; I: 18%[25.7 µM]; J: -1%[25.6 µM]; K: 2%[25.5 µM]
N[C@@H](Cc1c[nH]c2ccc(O)cc12)C(=O)O
  A: 0%&-3%; B: -7%; C: 1%; D: 1.2%&3.5%; E: -18%&-12%; F: -4%&-14%; G: ?; H: -10%&-5%; I: -10%; J: ?; K: -4%
N#Cc1ccc(C(c2ccc(C#N)cc2)n2cncn2)cc1
  A: 11%[25.6 µM]; B: -9%[20.5 µM]; C: -2%[20.6 µM]; D: 0.2%[20.6 µM]; E: 2%[17.1 µM]; F: -2%[26 µM]; G: 8%[25.6 µM]; H: 1%[25.6 µM]; I: -2%[25.7 µM]; J: 11%[25.6 µM]; K: 6%[25.5 µM]

# Look-ups from the results shown.
# COc1cc2ncnc(Nc3cccc(Cl)c3)c2cc1OC in FLuc inh: -1%&0%
# N#Cc1ccc(C(c2ccc(C#N)cc2)n2cncn2)cc1 in Ub-GFP proteasome: -9%[20.5 µM]
# C1CCC(C(C[C@@H]2CCCCN2)C2CCCCC2)CC1 in Tau fil binding: -4%[25.6 µM]

# Compound profiles, from the list above. Order of values: Pol III holo inh	Ub-GFP proteasome	GFP derepression	HBB splice mod	CRE Fsk mod	Hsp90 Hop PPI	ALOX15 inhib	Tau fil binding	ERK AVP block	HADH2 inh	FLuc inh
# `COc1cc2ncnc(Nc3cccc(Cl)c3)c2cc1OC` in the list: -6%&-10%	2%&3%	1%&0%	0.4%	?	-6%&2%	?	?	20µM*	18%&6%	-1%&0%
# `C1CCC(C(C[C@@H]2CCCCN2)C2CCCCC2)CC1` in the list: -3%[25.6 µM]	9%[20.5 µM]	-2%[20.6 µM]	-0.1%[20.6 µM]	-17%[17.1 µM]	-3%[26 µM]	1%[25.6 µM]	-4%[25.6 µM]	-3%[25.7 µM]	6%[25.6 µM]	5%[25.5 µM]
